Compound activity as filed in PubChem BioAssay.
STAT1 activator – increases IFN-gamma driven STAT1 reporter signal | NIH 3T3 STAT1-luciferase reporter, luminescence; 100% = IFN-gamma alone, no compound | activation (% of control), % at 5.5 µM | 2.6% of 200,000 active | AID 932;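 active = activation above the screen-wide mean activation plus 3 SD, cut at about 130% in these data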;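 note: raw ratio to IFN-gamma control signal so 100% means no change and 0% no light; values of inactives mirror those of a sister screen read the other way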
Diaph act CS – diaphorase activation or chemical reduction counter-screen; Diaphorase/resazurin coupled assay, resorufin fluorescence, 16 min; active compounds read high; 1 = vehicle wells, 0 = NADH-free wells; activation factor at 20 µM; 0.005% of 190,000 active; AID 1229;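 active = diaphorase activity raised at least twofold by the compound at 20 µM; inactive = activation factor below 2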
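test system = bacterial diaphorase enzyme (C. kluyveri) | quantity = enzyme 0.07 U/mL final | reagent = NADH substrate 0.114 mM plus resazurin dye 0.1 mM, final | incubation = 16 min enzyme reaction, ambient temperature | buffer or medium = HEPES pH 7.4 buffer with MgCl2 and Tween 20 | signal = fluorescence of resorufin, 544 nm excitation, 590 nm emission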
Diaph inh CS – diaphorase inhibition or chemical oxidation counter-screen; inhibition, % at 20 µM; 0.69% of 190,000 active; diaphorase resazurin-to-resorufin fluorescence, NADH, 16 min; bacterial (C. kluyveri) enzyme, not human;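 active = primary screen inhibition at 20 µM above a set limit, cut at about 50% in these data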;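 note: plate controls were DMSO with full reaction for no effect and wells lacking NADH for full effect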
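Test system: diaphorase enzyme from Clostridium kluyveri; amount: diaphorase at 0.14 U/mL in enzyme working solution; detection: fluorescence of resorufin formed from resazurin, Ex 544/Em 590 nm; times: reaction incubation of 16 min at room temperature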
STAT3 activator – STAT3 signaling activation. U3A cells, IL-6 STAT3-luciferase reporter, luminescence; 100% = signal with IL-6 EC80 alone. activation (% of control), % at 5.6 µM. 0.91% of 190,000 active. AID 871;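 active = activation above the screen-wide mean of compound activation plus 3 SD, cut at about 130% in these data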;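 note: 0% = background luminescence of wells with medium and substrate only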
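Test system: human U3A cells carrying STAT3-luciferase construct; control set: IL-6-only wells as 100% reference; timing: compound pre-incubation 1 h before IL-6, then 6 h stimulation at 37 °C; also added: IL-6 stimulus at 33 ng/mL final; evaluation: % activation versus median of IL-6-stimulated wells; detection: reporter luminescence signal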
APP 5UTR inh – APP translation inhibition | inhibition, % at 2 µM | SH-SY5Y APP 5'UTR-luciferase reporter, luminescence | 0.82% of 190,000 active;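 active = inhibition above a set limit, derived from the sample mean plus 3 SD, cut at about 45% in these data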; note: values of inactives mirror those of a sister screen read the other way
STAT1 blocker – STAT1 signaling inhibition | inhibition, % at 5.5 µM | AID 920 | 0.35% of 200,000 active | NIH 3T3 STAT1-luciferase reporter, IFN-gamma, luminescence;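 active = inhibition above a set limit, the mean inhibition across all tested compounds plus 3 SD, cut at about 34% in these data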;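 note: 0% = IFN-gamma with DMSO and 100% = IFN-gamma with 300 µM nifuroxazide; values of inactives mirror those of a sister screen read the other way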
STAT3 inh – reduces IL-6 driven STAT3 reporter signal | U3A cells, IL-6 STAT3-luciferase reporter, luminescence; host cell line lacks STAT1 | inhibition, % at 5.5 µM | 0.89% of 190,000 active | AID 862;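 active = inhibition above the mean inhibition across all screened compounds plus 3 SD, cut at about 44% in these data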;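 note: 0% = DMSO only wells and 100% = 100 µM nifuroxazide control wells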
G6PDH CS – inhibits Leuconostoc G6PDH, flagging false hits in G6PDH-based assays; Purified L. mesenteroides G6PDH, diaphorase/resazurin coupled fluorescence, 45 min; inhibition, % at 5 µM; 0.12% of 200,000 active; in the data active = inhibition above about 50%
Hsp70 act – switches on Hsp70 transcription. HeLa Hsp70 promoter luciferase reporter, luminescence; scaled: vehicle 0, proteasome-inhibitor control 100%. activation, % at 10 µM. 0.04% of 200,000 active;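 active = activation above the mean across all tested compounds plus 3 SD, cutoff set per campaign, cut at about 5.5% in these data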;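 note: 100% = MG132 at 30 µM as the positive control and 0% = DMSO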
TLR4-MyD88 BLA – inhibitors of human TLR4-MyD88 binding. inhibition, % at 8.4 µM. O00206+Q99836. HeLa CL3-4 TLR4/MyD88 BLA complementation, FRET ratio. 0.18% of 200,000 active; in the data active = inhibition above about 25%;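 note: 0% = vehicle and 100% = reference inhibitor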
Target sequence (O00206 whole entry, looked up): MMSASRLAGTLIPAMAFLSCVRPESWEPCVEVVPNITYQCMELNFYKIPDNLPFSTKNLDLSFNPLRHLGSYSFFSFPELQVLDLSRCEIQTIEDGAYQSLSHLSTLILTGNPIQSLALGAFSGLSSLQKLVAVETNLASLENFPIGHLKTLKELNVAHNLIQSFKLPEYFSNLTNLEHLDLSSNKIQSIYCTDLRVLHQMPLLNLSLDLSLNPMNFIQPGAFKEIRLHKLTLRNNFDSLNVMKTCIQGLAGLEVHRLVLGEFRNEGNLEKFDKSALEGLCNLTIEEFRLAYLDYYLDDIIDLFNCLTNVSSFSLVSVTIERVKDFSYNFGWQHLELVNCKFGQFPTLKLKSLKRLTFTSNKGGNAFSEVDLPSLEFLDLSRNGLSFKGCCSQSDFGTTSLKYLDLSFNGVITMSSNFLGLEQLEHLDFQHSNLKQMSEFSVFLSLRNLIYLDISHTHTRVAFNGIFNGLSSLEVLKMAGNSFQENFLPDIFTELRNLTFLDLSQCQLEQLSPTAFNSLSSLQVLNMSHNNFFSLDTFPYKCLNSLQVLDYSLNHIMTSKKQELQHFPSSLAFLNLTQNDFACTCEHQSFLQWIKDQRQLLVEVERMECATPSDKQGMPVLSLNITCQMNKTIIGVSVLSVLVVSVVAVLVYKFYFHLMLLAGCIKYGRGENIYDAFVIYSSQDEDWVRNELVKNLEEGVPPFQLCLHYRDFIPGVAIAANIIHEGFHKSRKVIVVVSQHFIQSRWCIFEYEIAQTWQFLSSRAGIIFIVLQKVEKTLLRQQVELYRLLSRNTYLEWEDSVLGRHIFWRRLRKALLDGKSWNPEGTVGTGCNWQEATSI
Target sequence (Q99836 whole entry, looked up): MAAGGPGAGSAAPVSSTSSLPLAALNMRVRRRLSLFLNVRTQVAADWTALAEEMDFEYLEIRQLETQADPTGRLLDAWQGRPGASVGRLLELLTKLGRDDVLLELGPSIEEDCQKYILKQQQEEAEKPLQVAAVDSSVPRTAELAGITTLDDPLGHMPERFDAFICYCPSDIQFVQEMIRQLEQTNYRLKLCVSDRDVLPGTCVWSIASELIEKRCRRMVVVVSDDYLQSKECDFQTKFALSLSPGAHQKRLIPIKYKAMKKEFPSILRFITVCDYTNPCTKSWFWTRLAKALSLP
Starred values were filed as active, the others as inactive; . = no result given. Only part of the results is shown. The share of hits here may be higher or lower than overall.

SMILES | STAT1 activator | Diaph act CS | Diaph inh CS | STAT3 activator | APP 5UTR inh | STAT1 blocker | STAT3 inh | G6PDH CS | Hsp70 act | TLR4-MyD88 BLA
CCC12CN3CCN(CC(C3)C1O)C2 (stereo unspecified) | 95 | 1 | 4 | 96 | -5 | 6 | 8 | 5 | -0.4 | -7
COc1ccc(C(O)c2ccccc2OP(=O)(N(C)C)N(C)C)cc1 (stereo unspecified) | 98 | 0.9 | 11 | 105 | 3 | 3 | -6 | 8 | -0.5 | 9
CCSc1nnc([C@@H](N)Cc2c[nH]c3ccccc23)o1 | 87 | 1.1 | -9 | 101 | -33 | 14 | 2 | 5 | -0.3 | -34
CC(=NCCCN1CCOCC1)c1c(O)n(Cc2ccccc2)c(=O)[nH]c1=O | 105 | 1 | -4 | 103 | 7 | -5 | 6 | 9 | 1.1 | -1
COc1ccc(CC2(CCc3ccccn3)C(=O)NC(=O)N(c3ccccc3C)C2=O)cc1OC (stereo unspecified) | 97 | . | . | 95 | 2 | 4 | 11 | 11 | -0.4 | 6
CC(C)OP(=O)(OC(C)C)C(O)c1ccc(Br)cc1 (stereo unspecified) | 92 | 0.9 | 12 | 101 | 1 | 9 | 2 | 2 | -0.1 | 10
CNC(=O)c1cccn(Cc2ccc(C(F)(F)F)cc2)c1=O | 65 | 1 | 0 | 64 | 4 | 37* | 46* | 1 | 0.0 | 0
CNP(=S)(NC)OCCOc1ccc(OC)cc1 | 101 | 0.9 | 5 | 106 | 0 | -1 | 4 | 1 | -0.1 | -5
Cc1ccc2nc3c(cc2c1)CC1(C(=O)N(C)C(=O)N(C)C1=O)C1COCCN31 (stereo unspecified) | 109 | 0.8 | 17 | 97 | -26 | -9 | 6 | 3 | -0.1 | -5
O=C(C1CC(c2ccc(Cl)c(Cl)c2)=NO1)N1CCC2(CC1)OCCO2 (stereo unspecified) | 128 | 1.1 | -5 | 90 | -70 | -35 | 14 | 13 | 0.2 | -14
O=C1NC(=O)N(c2ccc(F)cc2)C(=O)/C1=C/c1ccsc1 | 103 | 1 | 4 | 99 | -7 | -5 | 3 | 1 | -0.4 | -15
CNCC1(c2ccccc2)CCCC1 | 100 | 0.9 | 11 | 100 | -31 | 0 | 2 | 3 | 0.0 | 10
Cc1cc(Br)c(NC(=O)CN2CC=C(c3ccccc3)CC2)c(Br)c1 | 99 | 0.8 | 17 | 104 | -12 | 3 | 0 | -1 | -0.1 | -5
COC1CCCCC1NCCc1ccccc1 (stereo unspecified) | 99 | 1 | -1 | 103 | -4 | 0 | -1 | 6 | -0.3 | 11
C[N+]1(C)C2CCC1CC(OC(=O)C(CO)c1ccccc1)C2 (stereo unspecified) | 110 | 1 | 0 | 98 | -7 | -12 | 13 | 2 | -0.1 | -18
O=C1NC(=S)N(c2ccccc2)C(=O)C1C(c1ccncc1)C1C(=O)NC(=S)N(c2ccccc2)C1=O (stereo unspecified) | 108 | 0.8 | 18 | 105 | 4 | -9 | 2 | 5 | -0.1 | 8
CN(C)c1nc(OCCNC(=O)COc2ccc(Cl)cc2Cl)nc(N2CCCCC2)n1 | 100 | 1 | -2 | 105 | -55 | 0 | -4 | 7 | -0.2 | 7
CN1/C(=C\C=Nc2ccccc2)C(C)(C)c2ccccc21 | 92 | 0.9 | 15 | 108 | -14 | 9 | -5 | 11 | 0.1 | 10
CC12CN3CCN(CC(C3)C1O)C2 (stereo unspecified) | 99 | 1 | -2 | 103 | -3 | 1 | 2 | 13 | 0.8 | 17
COc1ccc2[nH]cc(CCN)c2c1 | 100 | 1 | 1 | 102 | 15 | 0 | 10 | -2 | -0.5 | 12
CCOC(=O)C1C2NC(=O)N(Cc3ccccc3)C1(C)Oc1c(OC)cccc12 (stereo unspecified) | 97 | 1 | 1 | 102 | . | 3 | 4 | -4 | -0.7 | -10
CCN(CC)CCOC(=O)C(O)(c1ccccc1)c1ccccc1 | 102 | 1 | -3 | 112 | 13 | -2 | -11 | 18 | -0.3 | 6
CCOC(=O)c1nc2ccccc2c(=O)n1-c1ccc(C)cc1C | 104 | 0.9 | 7 | 95 | 1 | -4 | 6 | 0 | -0.2 | -19
CN1CC[C@@]23CCCC[C@@H]2[C@@H]1Cc1ccc(O)cc13 | 96 | 0.9 | 14 | 98 | -3 | 5 | 4 | 12 | -0.3 | -3
CC(C)OP(=O)(O)NC(=O)c1ccccc1 | 97 | 1.1 | -10 | 105 | -23 | 1 | 5 | 4 | -0.3 | -5

The listing continues.
SMILES | STAT1 activator | Diaph act CS | Diaph inh CS | STAT3 activator | APP 5UTR inh | STAT1 blocker | STAT3 inh | G6PDH CS | Hsp70 act | TLR4-MyD88 BLA
O=C(CN1CC=C(c2ccccc2)CC1)NC(=O)NC1CCCCC1 | 91 | 1 | 0 | 99 | 12 | 8 | 7 | 4 | 0.2 | 3
O=C1NC(=O)C2(Cc3ccccc3N3CCCC32)C(=O)N1c1ccc(Cl)cc1 (stereo unspecified) | 101 | 1 | 1 | 107 | 11 | 0 | -4 | 12 | 0.0 | -5
CCOC(=O)C1=C(N)Oc2c(c(=O)oc3ccccc23)C12C(=O)N(C)c1ccccc12 (stereo unspecified) | 98 | 0.9 | 15 | 98 | 29 | 2 | 4 | 2 | -0.3 | -12
Cc1cc(Br)ccc1N1C(=O)CC(=O)NC1=O | 100 | 0.7 | 30 | 105 | -4 | -1 | 1 | -1 | -0.1 | -2
CN1CCN(c2c(F)cc([N+](=O)[O-])c(N)c2Br)CC1 | 91 | 1 | -2 | 105 | 4 | 7 | -1 | 4 | -0.3 | 6
Cc1cccc(CN2CCN(c3ccc(Cl)cc3)CC2)c1 | 95 | 1 | 1 | 93 | -28 | 5 | 11 | 3 | 0.0 | -3
Cc1nn(Cc2ccccc2)c(C)c1C(=O)OCC(=O)Nc1ccccc1SCC#N | 90 | 0.8 | 17 | 138* | -17 | 11 | -34 | 2 | 0.2 | 4
C=CCn1c(O)c(C(C)=NCCN2CCOCC2)c(=O)[nH]c1=O | 83 | 0.9 | 6 | 95 | 1 | 18 | 10 | 2 | -0.5 | 1
CCC(C)OC(=O)c1c(N)n(Cc2cccs2)c2nc3ccccc3nc12 (stereo unspecified) | 96 | 0.8 | 22 | 107 | 7 | 4 | -3 | 3 | 0.2 | 3
CCOP(=O)(OCC)C(C)(C)NC(=O)C(Cl)(Cl)Cl | 100 | 0.9 | 8 | 105 | 6 | 0 | -4 | -2 | -0.4 | 5
Cc1cc(NC(=O)CCC(=O)N2CCC3(CC2)OCCO3)no1 | 105 | 1.2 | -16 | 107 | 0 | -5 | -1 | 6 | -0.4 | -13
[N-]=[N+]=NCc1cn2cccnc2n1 | 105 | 1.1 | -9 | 102 | 4 | -7 | -1 | 8 | -0.1 | 8
O=C(CCCOc1ccc(Cl)cc1Cl)N1CCC2(CC1)OCCO2 | 112 | 0.8 | 20 | 110 | -18 | -13 | -10 | 0 | 0.0 | -1
CC(C)(C)NC(=O)NC(=O)CN1CC=C(c2ccccc2)CC1 | 107 | 0.9 | 10 | 105 | -21 | -8 | -2 | -4 | -0.1 | -3
O=c1[nH]c(=O)n(CCC2=CCCCC2)c(O)c1C=NC1CCN(Cc2ccccc2)CC1 | 100 | 0.7 | 29 | 52 | 4 | 0 | 62* | 6 | -0.6 | -9
Cc1ccccc1-n1c(O)c(/C=N/Nc2nc3c(c(=O)n(C)c(=O)n3C)n2C)c(=O)[nH]c1=S | 94 | 0.6 | 37 | 107 | 6 | 7 | -8 | 19 | -0.4 | -4
Cc1cccc(-n2c(O)c(/C=C/C=Nc3ccccc3)c(=O)[nH]c2=O)c1 | 98 | 0.9 | 10 | 96 | 13 | 2 | 5 | 18 | -0.3 | 2
CCc1ccc2c(CN3CC=C(c4ccccc4)CC3)cc(=O)oc2c1 | 91 | 0.9 | 10 | 83 | 8 | 9 | 22 | -6 | -0.3 | -21
CC(=NCc1cccnc1)c1c(O)n(-c2ccccc2C)c(=O)[nH]c1=O | 100 | 1 | 1 | 98 | -12 | -2 | 3 | 0 | -0.1 | 2
Cc1ccc(-n2c(O)c(C=Nc3ccc(S(=O)(=O)N(C)C)cc3)c(=O)[nH]c2=O)cc1 | 102 | 0.9 | 15 | 94 | 2 | -2 | 12 | 4 | 0.3 | 4
Cc1c2cnn(CC(=O)N3CCC4(CC3)OCCO4)c(=O)c2c(C)n1Cc1ccc(F)cc1 | 106 | 0.9 | 8 | 97 | 16 | -9 | 8 | -6 | -0.3 | 1
O=C(c1cccn2c(=O)c3cc(Br)ccc3nc12)N1CCC2(CC1)OCCO2 | 99 | 0.8 | 20 | 107 | 3 | 1 | -11 | 17 | -0.2 | -4
Cc1ccc2c(c1)N(N=O)CCC2 | 100 | 1 | 2 | 93 | -2 | 0 | 11 | -1 | -0.2 | 6
Cc1nc2ccccc2c(=O)n1-c1cccnc1 | 109 | 0.9 | 9 | 103 | 3 | -10 | -1 | -2 | -0.2 | 12
CC(=O)c1cccc(OCC(O)CN2CC=C(c3ccccc3)CC2)c1 (stereo unspecified) | 97 | 0.8 | 18 | 98 | 2 | 4 | 6 | 7 | 0.0 | 5

Two neighbouring records out of the list so far, quoted:
SMILES | STAT1 activator | Diaph act CS | Diaph inh CS | STAT3 activator | APP 5UTR inh | STAT1 blocker | STAT3 inh | G6PDH CS | Hsp70 act | TLR4-MyD88 BLA
O=C(CN1CC=C(c2ccccc2)CC1)NC(=O)NC1CCCCC1 | 91 | 1 | 0 | 99 | 12 | 8 | 7 | 4 | 0.2 | 3
O=C1NC(=O)C2(Cc3ccccc3N3CCCC32)C(=O)N1c1ccc(Cl)cc1 (stereo unspecified) | 101 | 1 | 1 | 107 | 11 | 0 | -4 | 12 | 0.0 | -5

Additional records
SMILES | STAT1 activator | Diaph act CS | Diaph inh CS | STAT3 activator | APP 5UTR inh | STAT1 blocker | STAT3 inh | G6PDH CS | Hsp70 act | TLR4-MyD88 BLA
Cc1c(C=O)c2ccccc2n1Cc1ccc(F)cc1 | 92 | 0.8 | 15 | 121 | 8 | 8 | -18 | 10 | -0.2 | 3
COc1ccc(-n2c(Cc3cccc([N+](=O)[O-])c3)nc3ccccc3c2=O)cc1 | 99 | 0.8 | 22 | 104 | 4 | 1 | -1 | 12 | -0.3 | -8
O=C1/C(=C/c2cc3c(cc2Cl)OCO3)N2CCC1CC2 | 92 | 0.7 | 27 | 106 | 5 | 9 | -4 | 10 | -0.2 | 8
COC(=O)c1ccc(N2C(=O)CC(N3CCC(n4c(=O)[nH]c5ccccc54)CC3)C2=O)cc1 (stereo unspecified) | 98 | 0.9 | 15 | 100 | 1 | 3 | 5 | 1 | 0.7 | -3
CCCCCn1c(=O)c(C(=O)Nc2nc(CC(=O)OCC)cs2)c(O)c2ccccc21 | 94 | 0.9 | 13 | 105 | 4 | 7 | 2 | -9 | 0.2 | -3
O=c1c2ccccc2nc(-c2cccs2)n1-c1ccccc1 | 103 | 1 | 4 | 107 | 3 | -3 | 2 | 4 | -0.1 | -9
